Screens: PubChem BioAssay, several laboratories
GPR35 arrestin U2OS: inhibition of zaprinast-stimulated GPR35 beta-arrestin translocation – imaging, U2OS, beta-arrestin-GFP, zaprinast agonist, primary screen (AID 2058); inhibition, % at 10 µM, or IC50 in µM where a hit was titrated; U2OS GPR35 beta-arrestin-GFP translocation imaging, zaprinast antagonism; higher % means a stronger effect; 0.052% of 290,000 active;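 active means inhibition of at least 50% with at least 30 cells and total cytoplasm GFP at most 10,000,000; inconclusive means under 30 cells or total GFP of 10,000,000 plus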
Siah-1 displacement: Siah-1 peptide-binding antagonists, primary screen, biochemical, fluorescence polarization, rhodamine-plectin, uHTS (AID 1817) | 0.02% of 290,000 active | Siah-1 / rhodamine-plectin peptide fluorescence polarization; higher % means a stronger effect | one-dose displacement, % at 20 µM; IC50 in µM for titrated hits;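 active means displacement of at least 50% at 20 µM, with a fluorescence ratio check between 0.3 and a set limit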;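 further: plate controls were Siah plus tracer with DMSO for no effect and tracer alone without Siah for full effect; strong numbers were not always called active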
NTR1 ag: agonists of NTR1, primary screen, imaging, U2OS cells, beta-arrestin-GFP, high content (AID 493036). 0.17% of 330,000 active. P30989. activation, % at 20 µM. NTR1-U2OS beta-arrestin-GFP spot imaging, agonist mode;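 active means activation at or above 40% of the spot to cytoplasm intensity ratio, with at least 20 cells analyzed; inconclusive means wells under 20 cells, flagged as cytotoxic or low count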;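 further: 0% = DMSO without peptide and 100% = 100 nM NTR1 peptide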
Target sequence (P30989 whole entry, looked up): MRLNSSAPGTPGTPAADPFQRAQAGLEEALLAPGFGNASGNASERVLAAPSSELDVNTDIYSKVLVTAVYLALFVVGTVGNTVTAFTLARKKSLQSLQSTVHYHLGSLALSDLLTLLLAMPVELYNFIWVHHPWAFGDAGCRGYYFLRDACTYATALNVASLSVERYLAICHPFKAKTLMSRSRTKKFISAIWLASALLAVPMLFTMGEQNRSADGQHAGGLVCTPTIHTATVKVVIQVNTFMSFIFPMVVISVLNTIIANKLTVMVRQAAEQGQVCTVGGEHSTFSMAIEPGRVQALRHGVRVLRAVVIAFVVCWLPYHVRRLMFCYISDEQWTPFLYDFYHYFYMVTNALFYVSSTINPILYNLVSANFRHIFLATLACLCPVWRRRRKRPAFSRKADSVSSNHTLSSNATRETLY
Dengue-2 NS5 capping: flavivirus cap methylation enzyme inhibition – biochemical, confirmation dose response, primary screen (AID 588689) | 0.3% of 340,000 active | Dengue-2 NS5 methyltransferase capping enzyme assay, biochemical; higher % means a stronger effect | inhibition, % at 25 µM; hits with a dose series show IC50 in µM; in the data active means a potency from the dose series; inconclusive means inhibition above about 29% without an active follow-up result
AID2073: inhibitors of Mint1-CaV2.2 protein interaction, biochemical, HTRF (AID 2073); one-dose inhibition, % at 20 µM; IC50 in µM for titrated hits; HTRF protein-protein interaction, Mint1-CaV2.2; higher % means a stronger effect; 0.19% of 290,000 active; in the data active means inhibition mostly above about 51%, no sharp cut-off; inconclusive means no clear call, values can overlap the other calls; inactive means mostly below about 53%; further: some results filed as inactive read as strong as hits
GPR55 LPI antagonism: inhibition of LPI-stimulated GPR55 beta-arrestin translocation – imaging, U2OS, beta-arrestin-GFP, LPI agonist, primary screen (AID 2013); U2OS GPR55 beta-arrestin-GFP translocation imaging, LPI antagonism; higher % means a stronger effect; one-dose inhibition, % at 10 µM; IC50 in µM for titrated hits; 0.13% of 290,000 active;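 active means spots per cell inhibited over 60%, with over 100 cells counted and total cytoplasm intensity under 500,000; inconclusive means wells with under 100 cells, flagged as likely toxic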;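 further: U2OS cells stably carrying GPR55 and arrestin-GFP stimulated by 5 µM LPI near EC80; imaged beta-arrestin-GFP aggregate spots per cell after agonist stimulation; plate controls were LPI-stimulated DMSO wells for no effect and DMSO wells without LPI for full effect; some results filed as inactive read as strong as hits; confirmed hits need IC50 under 10 µM and bright autofluorescent wells are also inconclusive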
HIV peptide binding: inhibitors of HIV fusion peptide binding, primary screen, biochemical, uHTS, fluorescence dequenching (AID 1986) | cell-free peptide binding, fluorescence dequenching, 30 min; higher % means a stronger effect | inhibition, % at 20 µM, or IC50 in µM where a hit was titrated | 0.3% of 290,000 active; in the data active means inhibition mostly above about 52%, no sharp cut-off; inactive means mostly below about 76%; further: some results filed as inactive read as strong as hits
GPR55 beta-arrestin: selective activators of receptor GPR55 – imaging, U2OS cells, beta-arrestin-GFP redistribution, primary screen (AID 1961). U2OS GPR55 beta-arrestin-GFP redistribution imaging; higher % means a stronger effect. one-dose activation, % at 10 µM; EC50 in µM for titrated hits. 0.048% of 290,000 active;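 active means activation above 40% with more than 50 cells counted in the well; inconclusive means wells holding fewer than 50 cells, flagged as toxic or sparse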;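 further: U2OS osteosarcoma cells stably expressing GPR55 and beta-arrestin-GFP; plate controls were DMSO negative control for no effect and LPI positive control for full effect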
UTI89 phage lysis: inhibition of K1F phage lysis, E. coli UTI89, bacterial capsule biogenesis inhibitors, alamar blue (AID 488966); E. coli UTI89 K1F phage lysis, alamar blue, 2 h; higher % means a stronger effect; one-dose inhibition, % at 100 µM; IC50 in µM for titrated hits; 0.02% of 340,000 active;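 active means phage lysis inhibition, versus mean bacterial control, above a set limit; inconclusive means no clear call, values can overlap the other calls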;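 further: capsule biogenesis inhibitors block K1F phage lysis so surviving cells raise fluorescence; higher fluorescence means more inhibition of phage lysis; actives were called in the ten point dose series up to 300 µM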
NTR1 ag cell count 20 µM: recorded beside NTR1 ag, whose call it bears; cell count; measured here: cell count, cytotoxicity flag
* marks the source's active call; other numbers are inactive results; ? = inconclusive; . = no result given; [ ] = remark or other dose.

The first 3 records as a preview:
Values run as follows: GPR35 arrestin U2OS | Siah-1 displacement | NTR1 ag | NTR1 ag cell count 20 µM | Dengue-2 NS5 capping | AID2073 | GPR55 LPI antagonism | HIV peptide binding | GPR55 beta-arrestin | UTI89 phage lysis
> CC1=C(C(=O)N2CCOCC2)C(c2ccccc2F)NC(=O)N1 (stereo unspecified)
    12% | 24% | -0.8 | 43 | 4% | 10% | -15% | -0.9% | 0.2% | 0.7%
> CCOC(=O)c1oc2c(CN3CCCCC3C)c(O)ccc2c(=O)c1-c1ccc(OC)c(OC)c1 (stereo unspecified)
    -7% | 2% | 1.1 | 73 | -3% | 2% | 0% | -1.2% | 0.2% | 0.2%
> O=C(CCn1nnc(-c2cccs2)n1)NC1CCCCC1
    1% | -4% | 1.6 | 59 | -2% | 0% | -6% | -1.1% | -0.2% | 3.9%

The whole of this part, previewed entries included:
Values run as follows: GPR35 arrestin U2OS | Siah-1 displacement | NTR1 ag | NTR1 ag cell count 20 µM | Dengue-2 NS5 capping | AID2073 | GPR55 LPI antagonism | HIV peptide binding | GPR55 beta-arrestin | UTI89 phage lysis
> CC1=C(C(=O)N2CCOCC2)C(c2ccccc2F)NC(=O)N1 (stereo unspecified)
    12% | 24% | -0.8 | 43 | 4% | 10% | -15% | -0.9% | 0.2% | 0.7%
> CCOC(=O)c1oc2c(CN3CCCCC3C)c(O)ccc2c(=O)c1-c1ccc(OC)c(OC)c1 (stereo unspecified)
    -7% | 2% | 1.1 | 73 | -3% | 2% | 0% | -1.2% | 0.2% | 0.2%
> O=C(CCn1nnc(-c2cccs2)n1)NC1CCCCC1
    1% | -4% | 1.6 | 59 | -2% | 0% | -6% | -1.1% | -0.2% | 3.9%
> COc1ccc(/C=C2/NC(=O)CNC2=O)cc1
    0% | 0% | -1.5 | 39 | 3% | 8% | 9% | -0.2% | 0.0% | 0.0%
> Cc1c(CC(=O)N2CCN(C(=O)C3COc4ccccc4O3)CC2)c(=O)oc2cc(O)c(Cl)cc12 (stereo unspecified)
    -2% | 5% | -0.8 | 63 | -1% | 45% | -12% | 5.7% | 0.3% | -0.1%
> CC1=CC(C)(C)NC(=S)N1c1ccc(C)c(C)c1
    -7% | 6% | 0.2 | 55 | -6% | 8% | 9% | 3.0% | 0.5% | 0.2%
> O=C(NCc1ccco1)c1ccc(CN2CCOCC2)cc1
    -10% | 0% | -1.3 | 71 | -3% | -3% | 2% | 0.3% | -0.3% | 1.3%
> Clc1ccc(NC2(c3nnnn3C3CCCCC3)CCCCC2)cc1
    25% | 2% | 1.5 | 80 | -1% | 0% | 18% | 1.7% | 0.3% | 0.3%
> COc1cccc(NC(=O)CC(c2ccc(OC(C)C)cc2)c2ccccc2OC)c1 (stereo unspecified)
    -10% | 10% | 6.7 | 68 | 1% | -3% | 8% | 2.1% | 0.8% | 0.4%
> c1ccc2c(c1)c1ccccc1n2CN1CCOCC1
    8% | 8% | 2.2 | 44 | 2% | -1% | 8% | 3.5% | -0.3% | 1.6%
> COCCn1c(=O)[nH]c2cc(C(=O)N3CCN(c4cccc(C)c4C)CC3)ccc2c1=O
    -9% | 3% | -0.1 | 51 | -4% | 4% | 4% | -0.7% | 0.7% | 0.0%
> CC(C)(OC1OC(CO)C(O)C(O)C1O)[C@H]1Oc2ccc3ccc(=O)oc3c2[C@H]1O (stereo partly specified)
    0% | -2% | -4.6 | 42 | -3% | 3% | 12% | 3.8% | -0.1% | 0.5%
> Cc1ccc(NC(=O)c2ccc(CSc3nccc(C)n3)cc2)cc1
    10% | 1% | 2.8 | 40 | 2% | 0% | 1% | 3.1% | -0.1% | 2.9%
> Cc1cc(C(=O)NC(=S)Nc2cccc(C(=O)O)c2C)ccc1[N+](=O)[O-]
    7% | 5% | 2.2 | 40 | -3% | -5% | 3% | 2.0% | 1.1% | 0.4%
> Cc1cc2nnc(SCC(=O)NCC(c3ccccc3)N(C)C)n2c2ccccc12 (stereo unspecified)
    0% | 7% | -0.4 | 67 | -6% | 0% | -2% | -0.5% | 1.2% | 1.4%[50 µM]
> O=C(CC1C(=O)NCCN1Cc1ccc(F)cc1)NCCOc1cccnc1 (stereo unspecified)
    1% | -2% | -0.5 | 97 | 15% | 8% | -1% | 1.2% | -0.3% | -0.1%
> COc1ccc(CCNC(=O)c2ccc3nc(-c4ccco4)c(-c4ccco4)nc3c2)cc1OC
    6% | 47% | 3.1 | 77 | ? | 81% | 1% | -1.5% | 0.0% | 3.4%
> O=C(C1CCCCC1)N1CCN(S(=O)(=O)c2ccc(Br)cc2)CC1
    0% | -5% | 1.9 | 63 | -10% | 3% | -9% | -1.7% | -0.1% | -0.1%
> COc1ccc(S(=O)(=O)N2CCOC2CNC(=O)C(=O)NCCc2c[nH]c3ccccc23)cc1 (stereo unspecified)
    4% | 6% | 1.1 | 96 | -7% | -3% | 14% | 0.1% | -0.3% | -2.1%
> CC1(C)CC(=O)C(N=Nc2cc3c(cc2[N+](=O)[O-])OCCO3)=C(O)C1
    -6% | 0% | 1.7 | 33 | -9% | 19% | 10% | 29% | -0.2% | -0.4%
> C#CCOCCOCCOCCNc1nc(N2CCN(C(=O)[C@H](CCCCN)n3cc([C@@H](N)C(C)CC)nn3)CC2)nc(N2CCN(C(=O)[C@H](Cc3ccc(O)cc3)n3cc([C@@H](N)C(C)CC)nn3)CC2)n1 (stereo partly specified)
    -17% | -7% | 0.5 | 61 | -1% | 20% | 15% | -1.5% | -0.2% | 0.8%
> COc1ccc(CNC(=O)CCN2C(=O)c3ccccc3C2=O)cc1OC
    12% | 0% | 0.5 | 44 | -6% | 0% | 12% | -1.5% | -0.2% | 0.5%
> COc1cccc(NC(=O)CN2CCCCCC2)c1
    -6% | -2% | -1.1 | 69 | -6% | 10% | -30% | 1.0% | -0.2% | -0.7%
> Cc1ccccc1CC1(CO)CCCN(C(=O)c2cc(-c3ccccc3)no2)C1 (stereo unspecified)
    0% | 5% | 0.7 | 65 | 6% | -5% | 4% | 0.5% | -0.1% | -0.1%
> O=C(O)COc1cccc(NC(=O)C2CCCO2)c1 (stereo unspecified)
    16% | 0% | 0.7 | 39 | -2% | 0% | 10% | 0.5% | 0.2% | 1.1%
> COc1ccc(NC(=O)CN2C(=O)COc3ccc(C)cc32)c(OC)c1
    0% | 0% | 0.6 | 61 | . | 5% | 2% | -0.3% | 0.3% | 1.2%
> Cn1c(N)c(C(=O)COC(=O)c2cc(-c3ccco3)nc3ccccc23)c(=O)n(C)c1=O
    -15% | 9% | 1.8 | 45 | 7% | 50% | 11% | 19% | -0.3% | 1.2%
> CCOC(=O)C1(Cc2ccc(OC)cc2)CCN(C(=O)c2sc(C)nc2C)CC1
    -15% | 0% | 1.9 | 77 | 5% | 4% | -1% | 0.6% | -0.1% | -0.1%
> COC(=O)Cc1c[nH]c2cccc(OCC(O)CN(Cc3ccc([N+](=O)[O-])cc3)C(C)(C)C)c12 (stereo unspecified)
    12% | -7% | 4.2 | 87 | -1% | 20% | -4% | -3.7% | 0.3% | 0.7%
> OC(C#CCN1CCOCC1)(c1ccccc1)C1CC1 (stereo unspecified)
    0% | 4% | -0.5 | 73 | 3% | 8% | 5% | 1.1% | 0.2% | 1.1%
> c1ccc2c(-c3nnc4n3CCCCC4)c[nH]c2c1
    -6% | 6% | 0.5 | 43 | -6% | -5% | -1% | -0.4% | 0.4% | -2.2%
> CCOC(=O)C1=C(C)Nc2ccccc2N=C1NC(=O)c1cccc(S(=O)(=O)N(C)C)c1
    2% | 3% | -3.6 | 94 | -6% | -7% | 3% | -1.2% | -0.1% | 0.6%
> COCc1ccc(CN2CCCC(CO)(Cc3ccccc3)C2)o1 (stereo unspecified)
    -1% | -6% | -0.5 | 75 | . | 2% | 6% | -1.2% | 0.3% | 0.1%
> COC(=O)c1cnn2c(C(F)(F)F)cc(-c3ccco3)nc12
    -9% | -3% | -4.5 | 86 | 2% | 31% | 8% | 17% | 0.2% | -0.3%
> Cn1c(=O)c2c(nc(Br)n2Cc2ccc3ccccc3c2)n(C)c1=O
    -5% | 4% | 12 | 74 | -5% | 2% | -11% | -1.6% | -0.2% | -0.2%
> O=C(O)c1cccc2cc(-c3ccccc3)oc(=O)c12
    -12% | 5% | -0.6 | 73 | -3% | 19% | 2% | -2.1% | -0.1% | 0.0%
> COc1ccc(CCC(=O)Nc2ncc(C)s2)cc1
    -3% | 0% | 2.0 | 50 | 0% | 3% | 2% | -0.2% | 0.0% | -0.1%
> CCOCCCNC(=O)Cc1ccc(OC)c(OC)c1
    6% | 0% | -1.1 | 78 | -2% | 6% | -2% | -0.7% | -0.4% | 0.4%
> FC(F)Sc1ccc(NC(=S)NC2CCC(NC(=S)Nc3ccc(SC(F)F)cc3)CC2)cc1 (stereo unspecified)
    -9% | 4% | 10 | 87 | -3% | 12% | 8% | 0.4% | -0.1% | 0.4%
> CCCc1ccc2oc(C(=O)N(C)CCn3ccnc3C)c(C)c2c1
    -3% | 1% | 1.5 | 50 | . | 14% | 7% | -1.2% | -0.2% | 2.2%
> O=C(N/N=C/c1ccc(-c2cccc([N+](=O)[O-])c2)o1)[C@H]1C[C@@H]1c1ccccc1
    -3% | 5% | 3.0 | 67 | -2% | 12% | 16% | 5.5% | 0.1% | 0.3%
> COC(=O)c1ccccc1NC(=O)c1ccc(Cn2cc(Cl)cn2)o1
    18% | 0% | 0.2 | 55 | -5% | -1% | 27% | 3.8% | 0.2% | 0.5%
> Nc1cc(=O)[nH]c(SCC(=O)Nc2cccc(Cl)c2Cl)n1
    -7% | 1% | 1.9 | 51 | -2% | -1% | 1% | 2.2% | 0.5% | -0.1%
> CC(C)(C)C1CCC(OC(=O)C[N+]2(C)CCCC2)CC1 (stereo unspecified)
    -8% | 21% | -0.5 | 33 | -4% | 13% | 27% | 3.1% | -0.6% | 0.0%
> CN(C)c1ccc(/C=C/c2c([N+](=O)[O-])c(=O)n(C)c(=O)n2C)cc1
    0% | 14% | -0.9 | 83 | -1% | -5% | 1% | 0.6% | -0.1% | 0.4%
> O=C(CS(=O)(=O)Cc1ccccc1)Nc1ccc(Br)cc1F
    -4% | 3% | -0.1 | 54 | -1% | 1% | 3% | 2.8% | -0.1% | 0.3%
> Cc1nc2sc(-c3ccccc3)cc2c(=O)n1N
    6% | 5% | 2.1 | 57 | -4% | -3% | -8% | 1.5% | 0.3% | 0.1%
> C/C(=N\Nc1cc(C)nc(-c2ccccc2)n1)c1cccc([N+](=O)[O-])c1
    16% | -4% | 3.8 | 31 | -4% | 4% | -5% | 0.1% | 0.3% | 0.4%
